CCT chaperon mod – High-Throughput Screening for Modulators of Cytosolic Chaperonin Activity; purified chaperonin ATPase assay, HTRF ADP detection, 30 min; activity change, % (no concentration beside the values), hits read low; 360,000 tested, 0.3% active; AID 651819, 2012; in the data active = activity change below about -30%; note: % is set by controls: 0 for no effect and ±100 for the full control effect
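Nucleotide hydrolysis assay: TRiC at 20–40 nM final (set by batch activity) with 10 uM ATP, 30 min at 37 °C, in presence of 76 uM compound. Detection by competitive ADP HTRF, 30 min ambient.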
D3 antag – qHTS of D3 Dopamine Receptor Antagonist: qHTS; D3R cells, DiscoveRx beta-arrestin luminescence, antagonist mode; hits give low values; AID 652054, 2013; D(3) dopamine receptor (Homo sapiens), P35462; max response, negative = inhibition, %; 360,000 tested, 2.5% active; in the data active = max response below about -50%; inconclusive = no clear call, values can overlap the other calls; note: % is set by controls: 0 for no effect and ±100 for the full control effect; mostly tested at two doses, the higher about 12 µM
Target sequence (P35462 whole entry, looked up): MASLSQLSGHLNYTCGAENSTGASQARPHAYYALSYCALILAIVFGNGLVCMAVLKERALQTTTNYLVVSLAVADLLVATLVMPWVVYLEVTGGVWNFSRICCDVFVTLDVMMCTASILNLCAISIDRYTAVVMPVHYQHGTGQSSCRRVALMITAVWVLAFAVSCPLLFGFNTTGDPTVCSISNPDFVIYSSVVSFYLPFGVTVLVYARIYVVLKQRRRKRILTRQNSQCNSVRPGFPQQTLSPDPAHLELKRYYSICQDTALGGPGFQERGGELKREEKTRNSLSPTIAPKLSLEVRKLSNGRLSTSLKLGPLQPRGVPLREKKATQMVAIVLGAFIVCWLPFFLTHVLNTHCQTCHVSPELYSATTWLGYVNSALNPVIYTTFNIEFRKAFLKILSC
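Cells expressing the human receptor were seeded at 1500 cells/well, incubated overnight at 37 degrees C in 5% CO2, then exposed to library compounds with dopamine controls for 90 minutes at 37 degrees C before luminescent detection.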
MmCpn inh – Inhibitors of TCP-1 ring complex (TRiC) of Methanococcus maripaludis (MmCpn): qHTS; purified Mm-Cpn ATPase, ADP Transcreener TR-FRET; 330,000 tested, 0.031% active; Potency, µM (top dose mostly 76.9 µM), for the others: at the top dose activity, negative = inhibition, most hits filed as inhibitors; note: potency is the fitted concentration of half-maximal effect; % is set by controls: 0 for no effect and ±100 for the full control effect; nearly all actives have a fitted effect of over 80% in size
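TR-FRET (320 nm excitation; 590 and 665 nm emission) reports ADP made from 10 uM ATP by 25 nM enzyme; compounds were preincubated 10 min, reaction run 30 min, both at 37°C.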
Akt phos inh – HTS Assay for Inhibitors of Akt Phophorylation: Primary Screen; Neuro2A IGF-stimulated pAkt S473 HTRF, 20 min; hits give low values; activity change, % for hits at 50 µM; 360,000 tested, 0.32% active; AID 651550, 2012; in the data active = activity change below about -80%; inconclusive = mostly about -51% to -80%; note: % is set by controls: 0 for no effect and ±100 for the full control effect
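Neuro2A cells in DMEM with 0.5% FBS, overnight at 37 deg C, given compound at single 50 µM final, then IGF (6 nM final) for 20 min at 37 deg C. Lysed; phospho-Akt Ser473 by HTRF after 24 h, 665/615 ratio.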
EPAC2 antagonist – qHTS for Antagonist of cAMP-regulated guanine nucleotide exchange factor 2 (EPAC2): primary screen; Potency, µM (titrated, usually from 114 µM), for inactives: top-dose activity, negative = inhibition, usual class: inhibitors; EPAC2 GEF exchange of Rap1B-BODIPY-GDP, fluorescence; AID 720708, 2013; 360,000 tested, 0.18% active; note: potency is the fitted concentration of half-maximal effect; % is set by controls: 0 for no effect and ±100 for the full control effect; nearly all actives have a fitted effect of over 45% in size; many of its hits are not listed in these tables
DRD3 agonist – qHTS of D3 Dopamine Receptor Agonist: qHTS; D(3) dopamine receptor (Homo sapiens), P35462; D3R DiscoveRx beta-arrestin cells, luminescence, 90 min; 410,000 tested, 0.58% active; max activation, %; in the data active = max activation above about 30%; note: 0% is about no effect; mostly tested at two doses, the higher about 12 µM
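Cells at 1500/well, incubated overnight, then treated with pinned compounds (dopamine as control) for 90 min at 37 degrees C. DiscoveRx reagent added for 30 - 60 minutes at room temperature; luminescence read.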
PTHR1 ag – qHTS for PTHR1 Agonists: Primary Screen. AID 743266, 2014. 410,000 tested, 0.075% active. Potency, µM (highest dose often 115 µM), without a hit: top-dose activation, usual class: activators. HEK293 GP2 PTHR1 cells, GloSensor cAMP luminescence, 1 h. Parathyroid hormone/parathyroid hormone-related peptide receptor (Homo sapiens), Q03431; note: potency is the fitted concentration of half-maximal effect; nearly all actives have a fitted effect of over 55% in size; some results filed as inactive show a strong effect at the top dose; inactives centre near -15; many of its hits are not listed in these tables
Target sequence (Q03431 whole entry, looked up): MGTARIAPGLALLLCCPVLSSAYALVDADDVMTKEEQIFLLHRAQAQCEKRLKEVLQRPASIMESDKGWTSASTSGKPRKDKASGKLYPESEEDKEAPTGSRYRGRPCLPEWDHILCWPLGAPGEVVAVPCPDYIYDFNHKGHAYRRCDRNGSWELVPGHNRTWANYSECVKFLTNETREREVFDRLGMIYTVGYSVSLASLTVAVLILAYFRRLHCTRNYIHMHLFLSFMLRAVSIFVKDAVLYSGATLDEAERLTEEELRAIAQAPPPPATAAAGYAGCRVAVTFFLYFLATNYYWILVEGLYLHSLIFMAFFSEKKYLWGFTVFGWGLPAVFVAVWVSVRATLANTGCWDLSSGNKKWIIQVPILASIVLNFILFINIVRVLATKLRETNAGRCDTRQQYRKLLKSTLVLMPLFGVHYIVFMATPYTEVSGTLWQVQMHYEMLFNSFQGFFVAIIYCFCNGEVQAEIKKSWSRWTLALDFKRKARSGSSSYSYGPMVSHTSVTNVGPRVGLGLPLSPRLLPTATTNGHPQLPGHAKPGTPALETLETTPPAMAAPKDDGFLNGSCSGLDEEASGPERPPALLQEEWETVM
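HEK-293-derived GP2 cells expressing PTHR1 and a GloSensor cAMP reporter, 3,000/well, plated overnight, given luciferin plus IBMX (each 0.5 mM as added) for 1 h at 37 °C, then compound for 1 h at 37 °C. Luminescence was read after 15 min at room temperature.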
EPAC2 ag – qHTS for Agonist of cAMP-regulated guanine nucleotide exchange factor 4 (EPAC2): primary screen; EPAC2 activation, biochemical qHTS; response scale: 100% = 6.5 mM cAMP response; Potency, µM (top dose mostly 154 µM), without a hit: at the top dose activation, most hits filed as activators; AID 720711, 2013; 360,000 tested, 0.079% active; Rap guanine nucleotide exchange factor 4 (Homo sapiens), Q8WZA2; note: potency is the fitted concentration of half-maximal effect; nearly all actives have a fitted effect of over 50% in size
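Compounds were added across a concentration range to EPAC2 (100 nM), RAP1B-BODIPY-GDP (250 nM) and GDP (50 uM). After 5 min at room temperature, fluorescence was recorded at 5-min intervals for 30 min.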
Active calls of the source: *; i = inactive; ? = inconclusive; nt = no result given; [ ] = dose if it differs, or a comment. Unless noted, calls come from the whole dose curve; as a rule, active = well fitted curve in the direction sought with a large enough effect; inconclusive = small, poorly fitted or top-dose-only effect, or another doubt; inactive = no such curve, though single readings can be large; an effect the other way counts as inactive or inconclusive. Not all compounds are listed; the hit share may differ from the screen's.

SMILES	CCT chaperon mod	D3 antag	MmCpn inh	Akt phos inh	EPAC2 antagonist	DRD3 agonist	PTHR1 ag	EPAC2 ag
Cc1nnc(SCc2cc(=O)[nH]c(N3CCN(C)CC3)n2)s1	-2.5	2	1%	i	6%	0	i	-3%
CC1(C)CC(=O)C(C=Nc2ccc(O)cc2)=C(O)C1	-0.2	-18	0%	i	6%	-4	-15%[57.5 µM]	3%
CN1C(=O)/C(=C\c2ccc(OC(=O)c3ccco3)cc2)SC1=S	0.8	-11	1%	i	0%	-10	-21%	15%
CCOc1ccc(CCNC(=O)COC(=O)/C=C/c2ccccc2OC)cc1OCC	0.4	27	2%	i	6%	8	-18%	6%
COc1ccc(OC)c(S(=O)(=O)N2CCC(C(=O)NCC3CCCO3)CC2)c1 (stereo not drawn)	-0.7	0	?	i	-10%	0	14%[57.5 µM]	-12%
Cn1c(SCC(=O)N/N=C/C=C\c2ccco2)nc2ccccc21	0.4	13	0%	i	0%	2	-30%[inhibitor]	1%
CC(=O)c1c(C)[nH]c(C(=O)OCC(=O)N2CCN(S(=O)(=O)c3ccc(C)cc3)CC2)c1C	-0.3	23	2%	i	-10%	8	-41%[inhibitor]	1%
CC1(C)CC(=O)C=C(c2n[nH]nc2C2CC2)C1	1.0	-16	nt	i	0%	-3	-24%	2%
CC(C)c1nnc(NC(=O)CN(C)S(=O)(=O)c2ccc3c(c2)OCCO3)s1	-1.7	17	-4%	i	0%	3	i	10%
O=C(NCCS(=O)(=O)NCc1ccccc1)c1ccccc1	0.2	-10	0%	i	-3%	2	-12%	4%

For convenience, some entries already given.
SMILES	CCT chaperon mod	D3 antag	MmCpn inh	Akt phos inh	EPAC2 antagonist	DRD3 agonist	PTHR1 ag	EPAC2 ag
Cc1nnc(SCc2cc(=O)[nH]c(N3CCN(C)CC3)n2)s1	-2.5	2	1%	i	6%	0	i	-3%
CC1(C)CC(=O)C(C=Nc2ccc(O)cc2)=C(O)C1	-0.2	-18	0%	i	6%	-4	-15%[57.5 µM]	3%
CN1C(=O)/C(=C\c2ccc(OC(=O)c3ccco3)cc2)SC1=S	0.8	-11	1%	i	0%	-10	-21%	15%
CCOc1ccc(CCNC(=O)COC(=O)/C=C/c2ccccc2OC)cc1OCC	0.4	27	2%	i	6%	8	-18%	6%
COc1ccc(OC)c(S(=O)(=O)N2CCC(C(=O)NCC3CCCO3)CC2)c1 (stereo not drawn)	-0.7	0	?	i	-10%	0	14%[57.5 µM]	-12%
Cn1c(SCC(=O)N/N=C/C=C\c2ccco2)nc2ccccc21	0.4	13	0%	i	0%	2	-30%[inhibitor]	1%

Continued.
SMILES	CCT chaperon mod	D3 antag	MmCpn inh	Akt phos inh	EPAC2 antagonist	DRD3 agonist	PTHR1 ag	EPAC2 ag
CN1CCN(NC(=O)c2ccc(Br)s2)CC1	-3.4	9	0%	i	10%	-3	i	3%
CN1CCCCc2c1nc1ccccc1c2N (tested in a mixture with another compound)	1.0	12	0%	i	12%	1	i	2%
CC(C)=C(NC(=O)c1ccccc1)C(=O)N/N=C/c1ccc(O)cc1	-3.7	-3	1%	i	-2%	-4	i	3%
COc1ccc(-c2nc(CS(=O)CC(=O)N3CCOCC3)c(C)o2)cc1OC (stereo not drawn)	-0.8	-13	0%	i	3%	1	24%	11%
COc1ccc(Br)cc1/C=N/Nc1ccc(S(=O)(=O)Nc2ccccc2C(=O)O)cc1[N+](=O)[O-]	0.5	-66*	nt	i	-19%	-23	i	-6%
CC1CC(C)CN(S(=O)(=O)c2ccc(NC(=O)CCN3C(=O)C4CC=CCC4C3=O)cc2)C1 (stereo not drawn)	0.5	18	0%	i	-8%	0	-28%	2%
CC1(C)NC(=O)N(CC(=O)O)C1=O	-1.9	19	-1%	i	5%[57.1 µM]	0	17%[57.5 µM]	-5%
Cc1ccc(C(=O)OCC(=O)Nc2sc3c(c2C#N)CCCCC3)cc1NC(=O)c1ccco1	0.5	12	0%	i	19%	-12	-9%[57.5 µM]	11%
C=CCc1cccc2cc(C(=O)N3CCN(C(=O)OCC)CC3)c(=O)oc12	-2.5	1	-1%	i	6%	-1	16%[57.5 µM]	3%
CC(=O)c1ccc(-n2c(CCC(=O)O)ccc2-c2ccc(C)cc2)cc1	0.4	-30	-7%	i	-6%	-7	i	-4%

Limited to EPAC2 ag and D3 antag, for some of the entries so far:
SMILES	EPAC2 ag	D3 antag
CN1CCCCc2c1nc1ccccc1c2N (tested in a mixture with another compound)	2%	12
CC(C)=C(NC(=O)c1ccccc1)C(=O)N/N=C/c1ccc(O)cc1	3%	-3

Carrying on.
SMILES	CCT chaperon mod	D3 antag	MmCpn inh	Akt phos inh	EPAC2 antagonist	DRD3 agonist	PTHR1 ag	EPAC2 ag
Cc1ccc(CNC(=O)Cn2ccc(NC(=O)OCc3ccccc3)nc2=O)o1	-2.9	-11	-1%	i	22%	4	i	6%
Cc1ccc(Nc2nc3nonc3[nH]c2=O)cc1C	1.1	5	0%	i	-7%	7	-9%	-1%
CC1(NC(=O)CSc2nnc(-c3c[nH]c4ccccc34)n2C2CC2)CCS(=O)(=O)C1 (stereo not drawn)	-1.1	6	-3%	i	20%	2	i	0%
O=C(CCN1CCc2ccccc2C1)Nc1cccc(F)c1	-1.7	-66*	0%	i	1%	-10	-5%	3%
CN1CCc2c(sc(NC(=O)c3ccc(S(=O)(=O)N4CCOCC4)cc3)c2C(N)=O)C1	-1.8	-11	-3%	i	17%	0	i	14%
CCOc1ncccc1C(=O)OCC(=O)Nc1ccc2c(c1)CCC2	-4.2	-1	-1%	i	-4%	6	-15%	9%
COCCN(C(=O)COC(=O)C12CC3CC(CC(C3)C1)C2)c1c(N)n(Cc2ccccc2)c(=O)[nH]c1=O	-0.7	17	nt	i	33%[activator]	-7	-38%[inhibitor]	-8%
COc1ccc2c(c1OC)C(=O)N(c1cccc(NC(C)=O)c1)C2	-2.2	6	1%	i	0%	2	-5%	2%
CC(C(=O)c1c[nH]c(C(N)=O)c1)c1ncc(C(F)(F)F)cc1Cl (stereo not drawn)	-0.4	13	0%	i	-3%	6	i	-13%
O=C(CC1SC(=Nc2ccc3c(c2)OCCO3)NC1=O)Nc1ccc(F)cc1F (stereo not drawn)	1.6	1	1%	i	4%	0	-7%	2%
Cc1cc(C)n2c(SCc3cccs3)nnc2n1	0.9	-13	2%	i	16%	-5	i	3%
CSc1ccc(/C=C/C(=O)OCC(=O)NC(C)C)cc1	0.7	-8	1%	i	-2%	5	i	15%
CCOC(=O)Nc1ccc2c(c1)N(C(=O)CCN1CCN(C)CC1)c1ccccc1S2	-0.6	7	-2%	i	-6%	-13	-2%	-4%
CCOc1ccc(C(C)=O)cc1CN1C(=O)NC(C)(C2CC2)C1=O (stereo not drawn)	0.6	3	-1%	i	2%	7	i	-6%
COc1ccc(N2CCN(C3CC(=O)N(c4ccc5c(c4)OCCO5)C3=O)CC2)cc1 (stereo not drawn)	-0.7	-13	0%	i	0%	7	i	9%
Cc1nc2n[nH]c(N)c2nc1C	1.1	12	nt	i	1%	1	i	-1%
COc1ccc(-c2cc(C(=O)N(C)CC(=O)Nc3ccccc3Cl)c3ccccc3n2)cc1OC	3.0	68	-3%	i	-5%	14	i	8%
CC(C)N1CCCC(CNC(=O)CCc2nnc(CCCCc3ccccc3)o2)C1 (stereo not drawn)	-5.8	-3	-3%	i	4%	8	-1%	1%
N#C/C(=C\c1cn(Cc2ccc(F)cc2)c2ccccc12)C(=O)NCc1ccco1	-10	-4	-4%	i	16%	15	i	2%
CC1CN(c2nc3c(c(=O)n(Cc4ccc(Cl)c(Cl)c4)c(=O)n3C)n2C)CC(C)O1 (stereo not drawn)	1.0	-27	-4%	i	-5%	-5	i	12%
O=C(Nc1cc(S(=O)(=O)N2CCOCC2)ccc1N1CCOCC1)c1cc(=O)[nH]c2ccccc12	2.3	15	-4%	i	3%	-2	i	-11%
C[C@H](NC(=O)c1nc[nH]c1C(=O)NC(c1ccccc1)c1ccccc1)C(=O)OC(C)(C)C	-0.9	-56*	nt	i	-18%	0	-61%[inhibitor]	-8%
COc1ccc(C(=O)COC(=O)C2CCN(c3ccc(C(F)(F)F)cn3)CC2)c(OC)c1	-1.3	10	-6%	i	4%	16	-28%	-7%
CCCC(=O)N(CCN1CCOCC1)c1nc2c(OC)ccc(C)c2s1	-1.5	-1	0%	i	-5%	-5	i	11%
C[C@@H]1CN([C@@H](C)CO)C(=O)CCCn2cc(nn2)CO[C@H]1CN(C)S(=O)(=O)c1ccc2c(c1)OCCCO2	1.4	1	nt	i	0%	0	i	10%
Cc1[nH]n(-c2ccccc2)c(=O)c1C=Nc1cnc2ccccc2c1	1.6	1	0%	nt	-14%	9	-6%[57.5 µM]	0%[15.6 µM]
Cn1c(CCC(=O)OCC(=O)Nc2ccc(Oc3ccccc3)cc2)nc(=O)c2ccccc21	-2.7	-11	0%	i	5%[57.1 µM]	-4	i	27%
COc1ccc(Cl)c2sc(N3CCN(C(=O)C4=COCCO4)CC3)nc12	0.5	11	2%	i	-11%	7	-37%[inhibitor]	4%
CC(C)C(NC(=O)c1c(F)cccc1F)C(=O)N1CCN(c2ccccc2F)CC1 (stereo not drawn)	-2.5	-1	1%	i	8%	-3	i	13%
O=C(Nc1cccc(Cl)c1)N1CCC(CO)(CCOc2ccccc2)CC1	-1.3	0	1%	i	-10%	2	-23%	11%
COc1ccc(/C=C/C(=O)Nc2ccccc2C(=O)NCC(c2ccc(OC)cc2)N(C)C)cc1 (stereo not drawn)	-1.8	-96*	0%	i	-15%	-29	i	13%
CCN(CC(=O)Nc1ccc(OC)cc1)CC(=O)N1CC(=O)Nc2ccccc21	-0.3	2	-1%	i	12%	3	i	6%

Compound activity: PubChem, National Center for Advancing Translational Sciences (NCATS)
